# Screening results (PubChem BioAssay)
# IMPase Li cell = IMPase inhibition in cells with lithium potentiation; CHO-M1 cells, IP1 TR-FRET (IP-One), carbachol + lithium; AID 1457; Potency, µM (top dose mostly 59.4 µM), inactives show top-dose activity, negative = IMPase inhibition, hits mostly inhibitors; 0.35% of 210,000 active;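 note: IP1 builds up when IMPase is blocked and the TR-FRET signal falls; plate controls were basal vehicle for no effect and high inhibitor control for full effect; nearly all actives have a fitted effect of over 50% in size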
#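 CHO cells stably expressing M1 receptor (2000/well, cultured 16–30 h) treated 30 min at 37C with compound plus low lithium. Cytosolic IP1 by TR-FRET (665/620 ratio and 620 channel) after 10 min lysis; AC50 by Hill fit.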
# HTT ATP protect = cytoprotection in Huntington HTT-Q103 PC12 cell model. PC12 HTT-Q103 induced, cytoprotection, ATP luminescence, 40 h. Potency, µM (doses to about 56.4 µM), without a hit: cytoprotection (ATP increase), hits mostly activators. 0.14% of 230,000 active. AID 1471;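 note: % of control where 0% means no effect; nearly all actives have a fitted effect of over 45% in size; toxic huntingtin expression switched on by the ecdysone agonist tebufenozide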
#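 Compounds added alongside 100 nM tebufenozide, which induces toxic Q103 huntingtin exon 1-GFP in stable PC12 cells; surviving cells quantified by luminescent ATP measurement. Medium: phenol red-free DMEM, 5% equine and 5% calf serum.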
# HttQ103 aggreg = reduces HttQ103-GFP aggregates in PC12 cells. PC12 HttQ103-GFP aggregates, Acumen cytometry, 40 h. Potency, µM (highest dose often 46.1 µM), inactives show top-dose activity change, negative = inhibition, hits mostly inhibitors. 1.1% of 220,000 active; note: % is set by controls: 0 for no effect and ±100 for the full control effect; nearly all actives have a fitted effect of over 60% in size
#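 Inducible Q103 Huntingtin exon 1–GFP PC12 line, 1500 cells/well in phenol red free DMEM with 5% equine and 5% calf serum. Tebufenozide 100 nM induced expression; compounds titrated; aggregates quantified by cytometry.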
# GoLoco inh red = blocks human Gai1 binding to RGS12 GoLoco peptide, red readout. P63096. Gai1:RGS12 GoLoco peptide FP, rhodamine, 10 min. Potency, µM (top dose mostly 61.6 µM), inactives show at the highest dose activity, negative = inhibition, most hits filed as inhibitors. 0.44% of 230,000 active; active = well fitted inhibition curve with a large enough effect, not every such curve was filed as active; inactive = no such curve, though single readings can be large or run the other way; note: % is set by controls: 0 for no effect and ±100 for the full control effect; nearly all actives have a fitted effect of over 30% in size; many of its hits are not listed in these tables
# Target sequence (P63096 whole entry, looked up): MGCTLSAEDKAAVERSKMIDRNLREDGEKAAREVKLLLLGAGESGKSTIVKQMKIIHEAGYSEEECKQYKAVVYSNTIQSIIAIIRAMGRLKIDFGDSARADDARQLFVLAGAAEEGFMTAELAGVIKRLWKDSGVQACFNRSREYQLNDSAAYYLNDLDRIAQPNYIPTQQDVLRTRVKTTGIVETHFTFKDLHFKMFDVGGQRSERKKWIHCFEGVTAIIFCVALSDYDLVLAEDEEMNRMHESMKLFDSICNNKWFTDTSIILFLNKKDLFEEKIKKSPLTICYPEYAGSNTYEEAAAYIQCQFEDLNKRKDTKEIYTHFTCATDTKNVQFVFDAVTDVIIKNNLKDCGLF
# GAA glycogen = inhibitors or activators of human alpha-glucosidase glycogen cleavage; recombinant GAA, glycogen substrate, Amplex Red glucose oxidase fluorescence; Potency, µM (titrated, usually from 76.4 µM), for the others: at the top dose activity change, negative = inhibition, most hits filed as inhibitors; 0.38% of 300,000 active;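 note: 0% = full enzyme reaction and -100% = no-enzyme basal signal; the screen sought inhibitors and activators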
#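 Recombinant human enzyme (4 nM); glycogen substrate; 37 C, 40 min, pH 5.0. Readout: coupled glucose oxidase/Amplex Red fluorescence.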
# GAA inh = inhibitors of human lysosomal alpha-glucosidase; 0.005% of 200,000 active; P10253; purified human GAA, 4-MU-alpha-glucoside fluorescence; Potency, µM (top dose mostly 76.9 µM), inactives show at the top dose activity change, negative = inhibition, hits mostly inhibitors;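 note: plate controls were uninhibited enzyme wells for no effect and no-enzyme background for full effect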
#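 Read-out is 4-methylumbelliferone fluorescence (Ex 365/Em 440 nm) after NaOH/glycine stop at pH 10. Enzyme 4 nM, substrate 400 uM, pH 5.0 citrate buffer, 20 min room temperature; AC50 from Hill-equation concentration-response.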
# GAA spleen mod = inhibitors or activators of human alpha-glucosidase in spleen homogenate. 0.006% of 240,000 active. human spleen homogenate, 4-MU-alpha-glucoside fluorescence. AID 2112. Potency, µM (series often up to 79.9 µM), for the others: at the highest dose activity change, negative = inhibition, usual class: inhibitors. P10253;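 note: 0% = enzyme with vehicle and -100% = no enzyme basal signal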
#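 Enzyme source: human spleen homogenate, 1 ug/well. Buffer 50 mM citric acid/K phosphate pH 5.0, 0.01% Tween-20. 4-MU-alpha-glucoside 1 mM; 37 C x 40 min; NaOH/glycine stop; fluorescence.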
# * hit, by the source's call; ? = inconclusive; nt = not tested or not shown; & = joins results of further samples; [ ] = dose if it differs, or a comment. Unless noted, calls come from the whole dose curve; as a rule, active = well fitted curve in the direction sought with a large enough effect; inconclusive = small, poorly fitted or top-dose-only effect, or another doubt; inactive = no such curve, though single readings can be large; an effect the other way counts as inactive or inconclusive. Potency is the fitted concentration of half-maximal effect.
cpd	Compound	IMPase Li cell	HTT ATP protect	HttQ103 aggreg	GoLoco inh red
1	CCN(CC)CCCOC(=O)C(OC)(c1ccccc1)c1ccccc1	58%[activator][38.3 µM]	10%	1%	-5%
2	CCOc1ccc(NC(=O)C2C3c4ccccc4C(c4ccccc43)C2C(=O)O)cc1 (stereo unspecified)	5%	-1%[10 µM]	-15%[9.22 µM]	-1%
3	CCCC12CN3CCN(C1)CC(CCC)(C3)C2=O	nt	5%[10 µM]	6%[9.22 µM]	2%
4	COC(=O)CC1(Cc2ccccc2)C(=O)NC(=O)NC1=O	3%[38.3 µM]	-1%[0.074 µM]	7%	9%
5	CCC(=NCc1ccco1)c1c(O)n(-c2ccc(OC)cc2)c(=O)[nH]c1=O	-8%[38.3 µM]	-10%	4%	-7%
6	NC(=O)c1ccc(N=Nc2c(O)[nH]c(=O)[nH]c2=O)cc1	-1%	22%[10 µM]	-15%	-10%
7	NCCc1cccc(O)c1	-20%&-5%	-14%&-16%	nt	7%&8%
8	O=c1[nH]c(=S)n(CCC2=CCCCC2)c(O)c1/C=N/Nc1ccccc1	nt	-1%[10 µM]	0%[9.22 µM]	101%[activator]
9	O=C(COC(=O)c1cccc(O)c1)Nc1ccc(Cl)cc1C(=O)c1ccccc1	nt	-9%[10 µM]	-8%	nt
10	Oc1cccc(Cl)c1Cl	12%	10%	nt	1%

cpd	GAA glycogen	GAA inh	GAA spleen mod
1	5%	-7%	0%
2	-17%	-2%	-2%
3	4%	nt	1%
4	6%	-8%	13%
5	-5%	-3%	-6%
6	19%	-10%	-4%
7	nt	nt	-6%&-2%
8	?	nt	1%
9	-14%	-6%	0%
10	nt	nt	-2%

# Reprinted from the part before: five entries; new compounds follow.
cpd	Compound	IMPase Li cell	HTT ATP protect	HttQ103 aggreg	GoLoco inh red
6	NC(=O)c1ccc(N=Nc2c(O)[nH]c(=O)[nH]c2=O)cc1	-1%	22%[10 µM]	-15%	-10%
7	NCCc1cccc(O)c1	-20%&-5%	-14%&-16%	nt	7%&8%
8	O=c1[nH]c(=S)n(CCC2=CCCCC2)c(O)c1/C=N/Nc1ccccc1	nt	-1%[10 µM]	0%[9.22 µM]	101%[activator]
9	O=C(COC(=O)c1cccc(O)c1)Nc1ccc(Cl)cc1C(=O)c1ccccc1	nt	-9%[10 µM]	-8%	nt
10	Oc1cccc(Cl)c1Cl	12%	10%	nt	1%
11	CC(C)CCNC(=O)c1cc(C(=O)c2cc(Br)ccc2O)cn(CCC(C)C)c1=O	-7%	-30%	5%	37%[activator]
12	CN1CC(CO)=C[C@H]2c3cccc4[nH]cc(c34)C[C@H]21	17%	nt	nt	13µM*
13	O=c1[nH]oc2c1CCNC2	10%&-3%&2%&10%&2%	?	3%	-33%
14	Nc1ccc(Br)cc1C(=O)c1ccccc1	-5%	-24%	-3%	-2%
15	CCC(=O)Nc1cc(C(=O)N2CCC3(CC2)OCCO3)ccc1S(=O)(=O)c1ccc(C)cc1	-11%[38.3 µM]	-4%	12%	12%
16	CC(=O)NC1CC2CCC(C1)N2 (stereo unspecified)	19%[38.3 µM]	-23%[10 µM]	-9%	12%
17	Oc1ccc(Br)cc1CN1CCN(c2ccccc2)CC1	28%[38.3 µM]	18%	-22%	3%
18	COc1ccc(C(=O)C2CCCN(Cc3ccon3)C2)cc1OC (stereo unspecified)	8%	-8%[10 µM]	1%[9.22 µM]	-1%
19	CC(=O)OC1CCC23C(=O)OC45CCC(C6=CC(=O)OC6)C4(C)CCC2C5CCC3(O)C1 (stereo unspecified)	19%	-10%	nt	0%
20	C#CCOC(=O)C1=CCCN(C)C1	15%&27%&15%	29%	nt	-4%&2%&4%

cpd	GAA glycogen	GAA inh	GAA spleen mod
6	19%	-10%	-4%
7	nt	nt	-6%&-2%
8	?	nt	1%
9	-14%	-6%	0%
10	nt	nt	-2%
11	4%	-11%	-2%
12	nt	nt	-7%
13	nt	nt	-6%
14	-13%	-5%	-3%
15	-1%	-5%	3%
16	5%	10%	3%
17	-2%	-2%	7%
18	-13%	1%	-1%
19	nt	nt	5%
20	nt	nt	-5%&-1%&9%

# Next entries:
cpd	Compound	IMPase Li cell	HTT ATP protect	HttQ103 aggreg	GoLoco inh red
21	OC1(c2cccnc2)CC2CCC(C1)N2Cc1nnnn1Cc1ccccc1 (stereo unspecified)	-1%[38.3 µM]	14%[10 µM]	13%	2%
22	CC(=O)N1CC2CC(C1)c1cccc(=O)n1C2 (stereo unspecified)	3%	-12%[1.9 µM]	nt	5%
23	COc1ccc(-n2c(-c3ccc(C)cc3)nc3ccccc3c2=O)cc1	nt	-7%[10 µM]	-1%[9.22 µM]	-12%
24	NCCP(=O)(O)O	-12%	-2%[10 µM]	nt	5%[14.2 µM]
25	O=C1NC(=O)C2(Cc3ccccc3N3CCCC32)C(=O)N1c1cccc(Cl)c1 (stereo unspecified)	-10%[38.3 µM]	-2%	-3%	16%
26	C#CCN1C(=O)C2(C(C#N)=C(N)OC(C)=C2C(=O)OCc2ccccc2)c2ccccc21 (stereo unspecified)	3%[38.3 µM]	-31%	15%	82%[activator]
27	CSc1ncc(/C=C2/C(=O)NC(=O)N(c3ccc(C(C)C)cc3)C2=O)cn1	3%	-19%[10 µM]	?	3%
28	O=C1NC(=O)C(=Cc2ccc3c(c2)OCO3)C(=O)N1	13%	nt	8%	4%
29	O=C(O)CF	28%	nt	nt	6%
30	N#Cc1cccc(NC(=O)N2CCCC3(CCN(C(=O)Oc4ccccc4)CC3)C2)c1	7%	-11%	nt	7%

cpd	GAA glycogen	GAA inh	GAA spleen mod
21	-1%	-3%	-7%
22	nt	nt	-2%
23	4%	-4%[15.4 µM]	0%
24	nt	nt	nt
25	5%	-4%	-3%
26	4%	-5%	-8%
27	-5%	-11%	7%
28	-9%	-4%	10%
29	nt	nt	-10%
30	nt	nt	0%

# (further entries)
cpd	Compound	IMPase Li cell	HTT ATP protect	HttQ103 aggreg	GoLoco inh red
31	CC(Cc1ccccc1Sc1ccccc1O)N(C)C (stereo unspecified)	57%[activator][38.3 µM]	3%	7%[9.22 µM]	4%
32	O=S(=O)(c1ccc(Cl)cc1)N1CN2CCN(C2)C1	21%[38.3 µM]	-5%	5%	-6%
33	CCC(C)n1c(O)c(/C=N/NC(=O)c2ccncc2)c(=O)[nH]c1=S (stereo unspecified)	-4%	nt	-8%	13%
34	Fc1ccccc1CCNCc1cccc(Cl)c1Cl	5%[38.3 µM]	?	-4%	8%
35	CN=C=S	5%	-5%	nt	5%
36	COC1CC(OC2CC[C@@]3(C=O)C4CC[C@]5(C)C(C6=CC(=O)OC6)CC[C@@]5(O)C4CC[C@]3(O)C2)OC(C)C1O (stereo partly specified)	-2%	?	nt	-60%
37	O=C(Nc1ccc2ccccc2c1)c1nn(C23CC4CC(CC(C4)C2)C3)cc1Br	8%[38.3 µM]	-20%	6%	-11%
38	Cn1c(=O)cc(SCC(=O)N2CCC3(CC2)OCCO3)c2ccccc21	nt	10%	-3%	nt
39	CNc1ccc2oc(C[C@H]3O[C@]4(CC[C@H]3C)O[C@H]([C@H](C)C(=O)c3ccc[nH]3)[C@H](C)C[C@H]4C)nc2c1C(=O)O	7%	-58%[inhibitor]	nt	4%
40	CCCc1cc2c(n1Cc1ccc(C)cc1)C(C)C1CN(C(=O)c3ccccc3)C(C)(C(=O)OC)C21 (stereo unspecified)	6%	-4%	nt	31%[activator]

cpd	GAA glycogen	GAA inh	GAA spleen mod
31	-4%	1%	-2%
32	5%	8%	3%
33	-2%	-3%	-9%
34	1%	5%	-15%
35	nt	nt	-2%
36	nt	nt	-4%
37	-8%	5%	-2%
38	6%	-7%	9%
39	nt	nt	-1%
40	nt	nt	-9%

# The list continues:
cpd	Compound	IMPase Li cell	HTT ATP protect	HttQ103 aggreg	GoLoco inh red
41	O=C1NC(=O)C2(Cc3ccccc3N3CCCC32)C(=O)N1 (stereo unspecified)	25%[38.3 µM]	-1%	-1%[9.22 µM]	-7%
42	C/C(=N\Nc1cccc2ccccc12)c1c(O)n(Cc2ccccc2)c(=O)[nH]c1=O	0%	7%[10 µM]	-15%	92%[activator]
43	COc1cccc(NC(=O)CN2CC(c3ccccc3)CC2=O)c1 (stereo unspecified)	-1%[38.3 µM]	-19%	7%	5%
44	COc1cccc(C(=O)C2CCCN(Cc3ccon3)C2)c1 (stereo unspecified)	13%	-2%[10 µM]	0%[9.22 µM]	12%
45	O=C1NC(=O)N(CCC2=CCCCC2)C(=O)/C1=C/c1cccs1	nt	-7%[10 µM]	-2%[9.22 µM]	36%[activator]
46	Cc1ccc(S(=O)(=O)N(C)C/N=C(\N)N[N+](=O)[O-])cc1	-2%	nt	2%	0%
47	C[As+](C)(c1ccc(Br)c([N+](=O)[O-])c1)c1ccc(Br)c([N+](=O)[O-])c1.O=[N+]([O-])O	-4%	1%[10 µM]	nt	2%[14.2 µM]
48	Cc1ccc(-c2nc3ccccc3c(=O)n2-c2cccc(C)n2)cc1	36%[activator]	5%[10 µM]	20%[9.22 µM]	2%
49	COC(=O)Nc1ccc(N=C(N)N[N+](=O)[O-])cc1	-1%	-15%	10%	-3%
50	Cn1c(O)c(/C=N/c2ccccn2)c(=O)n(C)c1=O	-10%[38.3 µM]	-9%	-15%	-12%

cpd	GAA glycogen	GAA inh	GAA spleen mod
41	10%	2%	0%
42	?	-19%	3%
43	2%	-10%	4%
44	19%	3%	1%
45	-3%	nt	-5%
46	6%	1%	9%
47	nt	nt	nt
48	0%	-15%	-11%
49	2%	-6%	2%
50	2%	-1%	-11%

# Continuation:
cpd	Compound	IMPase Li cell	HTT ATP protect	HttQ103 aggreg	GoLoco inh red
51	Cc1ccc(CNC2=NCCS2)cc1	nt	1%[10 µM]	-10%[9.22 µM]	-10%
52	O=C1NC(=O)C(CCc2ccncc2)(Cc2ccc([N+](=O)[O-])cc2)C(=O)N1	-3%	7%[0.074 µM]	9%	-5%
53	CN(C)C(=O)Oc1ccc(OCc2nc3ccccc3[nH]2)cc1	7%	nt	?	-11%
54	O=C(Cc1ccccc1)N1CCN(Cc2cccnc2)CC1	18%[38.3 µM]	-40%[inhibitor]	23%[9.22 µM]	-1%
55	CCOC(=O)c1nc2ccccc2c(=O)n1-c1cccc(C)c1	34%[activator][38.3 µM]	-21%	-4%	-10%
56	CCN1CC2C3CCC(C)(O3)C2C1 (stereo unspecified)	nt	5%[10 µM]	5%[9.22 µM]	-9%

cpd	GAA glycogen	GAA inh	GAA spleen mod
51	12%	3%	-3%
52	-5%	-3%	0%
53	0%	-4%	2%
54	12%	-9%	1%
55	-3%	-2%	-2%
56	-4%	-15%	-4%

# A portion of the library; the hit share may differ from the screen's.
